Tau ThT inhib – tau fibrillization inhibition (ThT binding) | P10636 | recombinant tau K18 P301L, heparin-induced fibrillization, ThT fluorescence | Potency, µM (highest dose often 57.4 µM), for inactives: top-dose activity, negative = inhibition, actives largely listed as inhibitors | hit rate 2.1% among 270,000; also: % is scaled to controls: 0 for no effect and ±100 for the full control effect; nearly all actives have a fitted effect of over 55% in size
Target sequence (P10636 561-689 P618L limits assumed): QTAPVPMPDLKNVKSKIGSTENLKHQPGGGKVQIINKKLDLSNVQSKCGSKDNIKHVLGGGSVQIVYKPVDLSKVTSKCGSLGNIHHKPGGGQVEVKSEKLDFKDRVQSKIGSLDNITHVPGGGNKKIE
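Heparin-induced fibrillization of the P301L-mutant K18 repeat-domain fragment of human tau was followed by ThT binding in quantitative high-throughput format.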
HTT ATP protect – Huntington cell model cytoprotection by ATP luminescence; PC12 HTT-Q103 induced, cytoprotection, ATP luminescence, 40 h; Potency, µM (titrated, usually from 56.4 µM), without a hit: cytoprotection (ATP increase), most hits filed as activators; hit rate 0.14% among 230,000; AID 1471;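 also: % of control where 0% means no effect; nearly all actives have a fitted effect of over 45% in size; toxic huntingtin expression switched on by the ecdysone agonist tebufenozide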
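Stable PC12 Q103-GFP cells in serum-supplemented, phenol red-free DMEM; induction by tebufenozide at 100 nM final; compound dose series; cell viability quantified luminescently from ATP.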
HTT aggregate – mutant huntingtin aggregation inhibition; AID 1688; PC12 HttQ103-GFP aggregates, Acumen cytometry, 40 h; Potency, µM (titrated, usually from 46.1 µM), without a hit: at the top dose activity change, negative = inhibition, hits mostly inhibitors; hit rate 1.1% among 220,000; also: % is scaled to controls: 0 for no effect and ±100 for the full control effect; nearly all actives have a fitted effect of over 60% in size
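Steps: seed 1500 PC12 HTTQ103-GFP cells/well; add tebufenozide, 100 nM final; add compound titration; add ATPLite reagent; quantify GFP aggregates by laser scanning cytometry.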
Tau fibril FP – tau fibrillization inhibition (FP) | P10636 | K18 P301L tau heparin fibrillization, Alexa594 FP, 6 h | Potency, µM (doses to about 57.7 µM), for the others: top-dose activity, negative = inhibition, most hits filed as inhibitors | hit rate 0.39% among 280,000; also: % is scaled to controls: 0 for no effect and ±100 for the full control effect; nearly all actives have a fitted effect of over 55% in size
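Read-out: fluorescence polarization of Alexa 594-labeled tau (0.24 uM), 555 nm excitation, 632 nm emission. Mixtures held 15 uM unlabeled K18 P301L, compound and 20 uM heparin, pH 7 acetate buffer, incubated 6 hr at 37 C.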
SMN2 splice up – enhancers of SMN2 splice variant expression; HEK293 SMN2-luciferase splicing reporter, luminescence, 30-36 h; Potency, µM (highest dose often 46.1 µM), for the others: at the top dose activity change, positive = activation, actives largely listed as activators; hit rate 2.8% among 210,000; AID 1458; also: % of control where 0% means no effect; nearly all actives have a fitted effect of over 55% in size
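qHTS luciferase splicing reporter: luminescence rises when SMN2 exon 7 is included in transfected HEK293 cells. Compound exposure lasted 30-36 h at 37C, with 4.5 mM final sodium butyrate as control, followed by a ONE-Glo read.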
Tau fluor counter – counter-screen for tau fibril formation inhibitors. tau K18 P301L Alexa594 fluorescence, heparin fibrillization. Potency, µM (series often up to 57.7 µM), for inactives: at the top dose activity change, negative = decrease. hit rate 0.93% among 280,000; also: % is scaled to controls: 0 for no effect and ±100 for the full control effect; nearly all actives have a fitted effect of over 55% in size
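Human tau K18 P301L (15 uM unlabeled, 0.24 uM Alexa 594-labeled) in 100 mM sodium acetate pH 7 with 20 uM heparin, 6 hr at 37 C. ThT 30 uM added, 1 hr ambient; Alexa 594 FP and total fluorescence read at 555/632 nm.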
ALDH1A1 block – inhibitors of human aldehyde dehydrogenase 1A1 | P00352 | Purified ALDH1A1, NADH fluorescence, propionaldehyde substrate | Potency, µM (top dose mostly 75.3 µM), inactives show at the highest dose activity, negative = inhibition, most hits filed as inhibitors | hit rate 7.3% among 220,000; active = well fitted inhibition curve with a large enough effect, not every such curve was filed as active; inconclusive = small, poorly fitted or top-dose-only effect, or another doubt; inactive = no such curve, though single readings can be large or run the other way;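 also: plate controls were no enzyme wells and a reference inhibitor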
Target sequence (P00352 whole entry, looked up): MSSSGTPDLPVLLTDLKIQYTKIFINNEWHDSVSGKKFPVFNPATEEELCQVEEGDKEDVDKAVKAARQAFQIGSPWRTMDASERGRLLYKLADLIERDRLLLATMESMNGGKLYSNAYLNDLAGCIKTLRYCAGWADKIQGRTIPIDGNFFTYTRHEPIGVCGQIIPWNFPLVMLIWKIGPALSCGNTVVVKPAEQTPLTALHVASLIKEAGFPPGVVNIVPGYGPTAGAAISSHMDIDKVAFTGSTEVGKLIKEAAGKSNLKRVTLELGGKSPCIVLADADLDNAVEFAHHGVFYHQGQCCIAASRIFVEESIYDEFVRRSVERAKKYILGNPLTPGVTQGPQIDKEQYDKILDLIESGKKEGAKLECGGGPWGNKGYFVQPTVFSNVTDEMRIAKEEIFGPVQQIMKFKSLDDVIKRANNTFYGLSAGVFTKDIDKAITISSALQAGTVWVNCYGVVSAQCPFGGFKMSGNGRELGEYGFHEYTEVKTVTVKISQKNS
JMJD2E inh – JMJD2E (human) inhibition | B2RXH2 | hit rate 1.6% among 230,000 | JMJD2E catalytic domain, FDH-coupled NADH fluorescence (FDH is formaldehyde dehydrogenase) | Potency, µM (top dose mostly 57.1 µM), without a hit: top-dose activity change, negative = inhibition, most hits filed as inhibitors; active = well fitted inhibition curve with a large enough effect, not every such curve was filed as active; inconclusive = small, poorly fitted or top-dose-only effect, or another doubt; inactive = no such curve, though single readings can be large or run the other way;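 also: 0% = wells with enzyme and -100% = buffer wells without enzyme; nearly all actives have a fitted effect of over 50% in size; many of its hits are not listed in these tables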
Target sequence (B2RXH2 1-337 limits assumed): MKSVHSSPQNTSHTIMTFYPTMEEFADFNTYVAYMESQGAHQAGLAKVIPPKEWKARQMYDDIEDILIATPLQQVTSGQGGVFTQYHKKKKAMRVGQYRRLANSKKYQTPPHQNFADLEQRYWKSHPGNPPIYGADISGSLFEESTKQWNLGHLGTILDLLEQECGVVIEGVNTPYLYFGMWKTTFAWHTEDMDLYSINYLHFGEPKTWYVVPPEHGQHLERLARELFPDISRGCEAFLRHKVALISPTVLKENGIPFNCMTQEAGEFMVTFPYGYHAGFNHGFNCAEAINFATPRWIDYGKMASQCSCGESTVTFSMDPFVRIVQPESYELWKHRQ
The depositor's hits bear a star; ? = inconclusive; . = no result given; [ ] = remark or other dose. Unless noted, calls follow the shape of the dose curve; as a rule, active = well fitted curve in the direction sought with a large enough effect; inconclusive = small, poorly fitted or top-dose-only effect, or another doubt; inactive = no such curve, though single readings can be large; an effect the other way counts as inactive or inconclusive. Potency is read from the fitted curve at half-maximal effect.

SMILES	Tau ThT inhib	HTT ATP protect	HTT aggregate	Tau fibril FP	SMN2 splice up	Tau fluor counter	ALDH1A1 block	JMJD2E inh
CC(C)(C)c1ccc(OCC(=O)N2CCCCCC2)c(Br)c1	2.5%	6.8%	?	-2.8%	12.6µM*	-5.0%	?	2.7%
CCC1CCCCN1C(=O)Cn1c(=O)n(CCC(=O)NCc2ccco2)c(=O)c2sccc21 (stereo unspecified)	-11.0%	-11.0%	?	-3.0%	4.7%	-4.1%	?	-4.5%
O=C(N/N=C/c1ccccn1)c1ccc(N/N=C/c2ccccn2)cc1	?	-128.7%[inhibitor]	-13.9%	10.5%	14.1µM*	-19.3%	?	?
CCOCC(=O)NCc1ccc2c(c1)OCO2	0.6%	-5.3%	-1.1%	3.9%	-6.1%	6.6%	3.3%	-4.6%
Cc1cc(NC(=O)CSc2nnc(C)c(=O)n2N)no1	-10.1%	-17.3%	5.7%	-6.8%	11.4%	-10.3%	1.9%	-9.1%
CCN(CC)c1ccc(NC(=O)c2ccccc2F)cc1S(=O)(=O)Nc1ccccc1OC	-15.9%	-17.4%[10 µM]	-20.8%	-6.9%	-0.8%	-28.0%	4.47µM*	8.2%
Cc1occc1C(=O)Nc1cccc([N+](=O)[O-])c1C	-8.2%	23.4%[10 µM]	-27.4%[9.22 µM]	-0.2%	.	-5.1%	.	-4.9%
O=C(NC1CCCCC1)N1CCCCCC1	-0.4%	2.1%	10.2%	5.7%	-1.3%	-1.3%	4.2%	5.3%
O=C(CSc1ccccc1)NCc1ccccn1	-3.9%	7.5%[1.9 µM]	-0.5%	-15.8%	-1.2%	-4.5%	8.8%	3.8%
Cc1cccc(-n2c(C)cc(/C=C3\C(=N)N4N=C(CC(C)C)SC4=NC3=O)c2C)c1	0.9%	4.5%[10 µM]	-14.9%	?	-1.8%	8.1%	?	?
C/C(=N/NC(=O)CSc1nc2ccccc2s1)c1ccncc1	-19.6%	13.8%[10 µM]	-10.7%[9.22 µM]	-10.6%	.	-3.4%	20µM*	12.7%
CCc1ccc(-n2c(SCC(=O)Nc3cccc(S(=O)(=O)NC4=NCCCCC4)c3)nc3ccccc3c2=O)cc1	0.8%	-5.1%[10 µM]	3.6%	?	8.9%	-20.5%	-4.6%	1.2%
CCOC(=O)c1ccccc1Nc1nc2ccc(C)cc2n2nnnc12	-10.7%	.	.	8.4%	-9.0%	-20.7%	.	.
O=C(O)CCN1C(=O)/C(=C\c2cccc(OCC(=O)Nc3ccc(Cl)cc3)c2)SC1=S	12.6µM*	-4.0%[10 µM]	12.4%[9.22 µM]	-4.1%	.	-15.5%	.	-1.3%
CC(=O)Nc1ncc(Cc2cccc(Cl)c2)s1	-2.2%	32.5%[10 µM]	29.9%[9.22 µM]	-0.8%	.	-9.8%	3.0%	-5.9%
O=C1OC(C2=CCCCC2)=NC12CC2	-3.6%[11.5 µM]	1.2%[10 µM]	.	2.9%[11.6 µM]	.	-6.9%[11.6 µM]	?	.
CCc1ccc(-c2csc(-c3c[nH]c4ccccc34)n2)cc1	10.6%	-34.3%[10 µM]	8.3%	2.9%	12.6µM*	12.5%	-3.0%	-5.0%
CCN1CCN(c2nc3ccccc3nc2C(C#N)C(=O)OC2CCCCC2)CC1 (stereo unspecified)	?	-32.7%	-0.3%	4.0%	-0.7%	-7.9%	?	-8.8%
O=C1c2ccccc2C(=O)N1c1ccc(Cc2ccncc2)cc1	-5.6%	8.8%[10 µM]	11.9%[9.22 µM]	0.5%	.	-6.6%	.	-1.3%
COc1ccc(C(c2nnnn2C2CCCC2)N2CCC(C(N)=O)CC2)c(OC)c1 (stereo unspecified)	1.7%	19.7%[10 µM]	-1.7%	7.5%	6.1%	6.4%	5.9%	-1.2%
CC(C)c1cccc(C(C)C)c1NS(=O)(=O)c1cccs1	-7.1%	.	.	-3.3%	1.3%	-13.0%	.	.
O=C(COc1ccccc1)Nc1ccc(NC(=O)c2ccco2)cc1	-9.1%	-42.2%[inhibitor]	-3.0%	-2.0%	13.7%	-1.9%	2.9%	4.7%
O=c1c2ccccc2n(Cc2cccc(F)c2)c(=O)n1Cc1ccccc1Cl	-9.5%	.	.	?	17.9%	?	.	.
O=c1c2ccccc2c(C=NCCO)c(O)n1-c1ccccc1	-11.7%	3.2%[0.074 µM]	22.4%	3.6%	8.1%	-14.3%	-14.3%	-15.3%
COC(=O)c1sc(-c2ccccc2)cc1NC(=O)c1cc(OC)cc(OC)c1	-1.6%	35.4%[10 µM]	2.8%	0.1%	3.7%	-3.2%	18.1%	-0.6%
COc1ccc(/C=C(\NC(=O)c2ccco2)C(=O)NCCc2nc3ccccc3[nH]2)cc1	-7.4%	-34.9%[10 µM]	0.6%[9.22 µM]	-3.0%	.	-7.7%	8.3%	2.3%
CC1=NCCN1CCNC(=O)Nc1cc(C)cc(C)c1	-9.6%	3.2%[10 µM]	-7.5%[9.22 µM]	-12.2%	.	-9.5%	11.2%	33.5%[activator]
CC(C)Cn1cc(C(=O)N2CCN(c3cccc(Cl)c3)CC2)c2c3ccccc3n(C)c2c1=O	-16.2%	.	.	6.3%	-36.7%[inhibitor]	-7.4%	.	.
O=C(CCS(=O)(=O)c1nc(-c2cccs2)cc(C(F)(F)F)n1)Nc1cc(Br)ccc1O	-0.1%	.	.	-10.4%	?	-10.0%	.	.
CSCCC(NC(=O)OC(C)(C)C)C(=O)Oc1ccc2c(=O)c(-c3ccc4c(c3)OCCO4)coc2c1 (stereo unspecified)	?	-79.3%[inhibitor]	2.0%	12.4%	17.8µM*	?	25.1µM*	?
NNc1nc2ccc(F)cc2s1	25.1µM*	2.7%[10 µM]	5.4%	?	21.4%	17.8µM*[quencher]	?	?
C[C@H](O)[C@@H]1C(=O)N2C(C(=O)O)=C(SCCN=CN)C[C@@H]12	.	-3.5%[40.3 µM]	4.8%[20.6 µM]	.	-2.0%[20.6 µM]	.	-2.1%[20.9 µM]	?
Cn1ccc(NC(=O)Nc2ccc(Cl)cc2)n1	5.7%	-12.9%[10 µM]	-12.0%[9.22 µM]	3.6%	.	-10.6%	13.0%	-6.9%
CNC(=O)c1ccccc1Sc1ccccc1C#N	-1.6%	-12.0%	-11.9%	3.2%	5.7%	-7.2%	-1.9%	1.7%
OC(COCCOc1ccc(Br)cc1)CN1CCCCC1 (stereo unspecified)	2.2%	-4.9%[10 µM]	19.7%	13.0%	-11.0%	2.6%	-14.3%	0.5%
Cn1c(CN2CCCCC2)nc2cc([N+](=O)[O-])ccc21	-2.6%	.	1.2%	-14.3%	-6.9%	-4.3%	11.2µM*	-20.5%
COc1cc(NC(=O)c2ccco2)c(OC)cc1NC(=O)CSc1ncc(-c2ccc(F)cc2)[nH]1	-7.6%	-1.7%	8.0%	-6.3%	-10.2%	?	-11.7%	?
CCOC(=O)CCSc1nc(-c2ccccc2)cc(C(F)(F)F)n1	-11.2%	20.7%[1.9 µM]	-3.9%	-4.9%	-61.9%[inhibitor]	-15.3%	?	1.3%
Cc1ccc(C)n1-n1cnc2sc(-c3ccccc3)cc2c1=O	-12.3%	-13.1%[10 µM]	?	-2.8%	-44.8%[inhibitor]	-8.6%	?	-13.6%
CCOc1ccccc1C(=O)Nc1nnc(SCC(=O)N2CCOCC2)s1	4.3%	-16.2%	-9.2%	-10.6%	-15.5%	-4.2%	?	-27.4%
O=C(/C=C\c1ccc(-c2cccc([N+](=O)[O-])c2)o1)N1CCOCC1	?	2.6%[10 µM]	1.1%[9.22 µM]	1.2%	.	?	?	15.8µM*
Cc1ccc(NC2c3ccccc3C(=O)N2c2cccnc2)cc1 (stereo unspecified)	-0.1%	8.1%[10 µM]	16.6%[9.22 µM]	-1.8%	.	-2.6%	.	-0.5%
COCCNC(=O)C1(CC(C)C)C=CCN1C(=O)OC (stereo unspecified)	-1.8%	?	.	2.0%	?	-2.9%	2.9%	1.4%
COc1ccc(C(=O)c2c(C(F)(F)F)oc3c2C(=O)c2ccccc2C3=O)cc1OC	9.7%	-88.9%[inhibitor][10 µM]	?	8.1%	-63.8%[inhibitor]	-1.4%	2.7%	0.1%
Cc1ccc(S(=O)(=O)NCCc2cccs2)cc1	-12.1%	7.6%[10 µM]	3.1%[9.22 µM]	7.3%	.	-7.6%	-8.6%	9.1%
Cc1cc(C)nc(/N=C2\NC(=O)CC(C(=O)O)N2c2ccc(C)c(C)c2)n1 (stereo unspecified)	0.3%	6.2%[10 µM]	12.9%[9.22 µM]	-0.2%	2.3%	5.3%	-2.4%	-18.8%
CC(C)Cc1ccc(C(C)C(=O)N2CCOCC2)cc1 (stereo unspecified)	-8.6%	8.2%[10 µM]	-15.7%	1.9%	-12.8%	0.4%	-12.0%	1.9%
O=C(Nc1cccc(F)c1)C1CC(=O)N(c2ccc(Cl)cc2)C1 (stereo unspecified)	-8.8%	-10.7%	-26.2%	-9.2%	16.7%	-26.6%	12.7%	3.0%

Complete entries as entered above. Order of screens: Tau ThT inhib	HTT ATP protect	HTT aggregate	Tau fibril FP	SMN2 splice up	Tau fluor counter	ALDH1A1 block	JMJD2E inh
Listed for O=c1c2ccccc2c(C=NCCO)c(O)n1-c1ccccc1 : -11.7%	3.2%[0.074 µM]	22.4%	3.6%	8.1%	-14.3%	-14.3%	-15.3%
Listed for CCOC(=O)CCSc1nc(-c2ccccc2)cc(C(F)(F)F)n1 : -11.2%	20.7%[1.9 µM]	-3.9%	-4.9%	-61.9%[inhibitor]	-15.3%	?	1.3%
Listed for COc1ccc(/C=C(\NC(=O)c2ccco2)C(=O)NCCc2nc3ccccc3[nH]2)cc1 : -7.4%	-34.9%[10 µM]	0.6%[9.22 µM]	-3.0%	.	-7.7%	8.3%	2.3%
Listed for O=C(CSc1ccccc1)NCc1ccccn1 : -3.9%	7.5%[1.9 µM]	-0.5%	-15.8%	-1.2%	-4.5%	8.8%	3.8%

Two entries from above, with two lines to a compound.
Sequence of screens: Tau ThT inhib	HTT ATP protect	HTT aggregate	Tau fibril FP	SMN2 splice up	Tau fluor counter	ALDH1A1 block	JMJD2E inh
- CC(C)Cc1ccc(C(C)C(=O)N2CCOCC2)cc1 (stereo unspecified)
  -8.6%	8.2%[10 µM]	-15.7%	1.9%	-12.8%	0.4%	-12.0%	1.9%
- O=C(/C=C\c1ccc(-c2cccc([N+](=O)[O-])c2)o1)N1CCOCC1
  ?	2.6%[10 µM]	1.1%[9.22 µM]	1.2%	.	?	?	15.8µM*

Source: PubChem

The list is partial. The share of hits here may be higher or lower than overall.
